Assay outcomes deposited in PubChem by several laboratories.
Siah-1 displacement: blockers of Siah-1 interaction with plectin peptide – biochemical, fluorescence polarization, rhodamine-plectin, uHTS, primary screen (AID 1817); one-dose displacement, % at 20 µM; IC50 in µM for titrated hits; hit rate 0.02% among 290,000; Siah-1 / rhodamine-plectin peptide fluorescence polarization; higher % means a stronger effect;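 active = displacement of at least 50% at 20 µM, with a fluorescence ratio check between 0.3 and a set limit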;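 also: plate controls were Siah plus tracer with DMSO for no effect and tracer alone without Siah for full effect; strong numbers were not always called active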
human PMI inhibitors: MPI inhibition at elevated mannose 6-phosphate – biochemical, fluorescence intensity, high mannose 6-phosphate, primary screen (AID 1220); recombinant PMI enzyme, coupled fluorescence intensity; higher % means a stronger effect; one-dose inhibition, % at 20 µM; IC50 in µM for titrated hits; hit rate 0.66% among 190,000
AID2073: disruptors of CaV2.2 binding to Mint1 – biochemical, HTRF (AID 2073); HTRF protein-protein interaction, Mint1-CaV2.2; higher % means a stronger effect; inhibition, % at 20 µM, or IC50 in µM where a hit was titrated; hit rate 0.19% among 290,000; in the data active = inhibition mostly above about 51%, no sharp cut-off; inconclusive = no clear call, values can overlap the other calls; inactive = mostly below about 53%; also: some results filed as inactive read as strong as hits
human PMI inhibition: MPI enzyme activity inhibition – biochemical, fluorescence intensity, coupled assay, primary screen (AID 1209); hit rate 0.42% among 190,000; inhibition, % at 20 µM; hits with a dose series show IC50 in µM; purified PMI enzyme, coupled fluorescence intensity; higher % means a stronger effect;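 also: plate controls were DMSO vehicle for no effect and wells lacking substrate for full effect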
M1AAP inhibition: malaria alanyl aminopeptidase activity blockers – biochemical, fluorogenic H-Leu-NHMec substrate, 1536-well (AID 1445); hit rate 0.42% among 220,000; inhibition, % at 30 µM, or IC50 in µM where a hit was titrated; recombinant M1AAP, H-Leu-NHMec fluorogenic kinetic assay; higher % means a stronger effect;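 active = primary inhibition above the hit cutoff, then over 50% inhibition at one or more dose response concentrations, cut at about 23% in these data, passing the limit was not always enough; inconclusive = conflicting primary data, or primary hits not chosen for dose response; inactive = low primary inhibition, or under 50% at every dose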;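 also: plate controls were DMSO full reaction for no effect and no enzyme background for full effect; strong numbers were not always called active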
XIAP displacement: XIAP antagonists, biochemical, IAP family, fluorescence polarization (AID 1018). XIAP BIR domain, fluorescence polarization peptide displacement; higher % means a stronger effect. displacement, % at 20 µM, or IC50 in µM where a hit was titrated. hit rate 0.007% among 200,000; in the data active = displacement above about 50%; also: a part of the inactive calls stands beside numbers as strong as those of hits
M17LAP inhibition: P. falciparum M17LAP inhibitors, primary screen, biochemical, fluorogenic H-Leu-NHMec substrate, 1536-well (AID 1619); one-dose inhibition, % at 30 µM; IC50 in µM for titrated hits; recombinant M17LAP, H-Leu-NHMec fluorogenic kinetic assay; higher % means a stronger effect; hit rate 0.38% among 220,000;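 active = compound inhibiting the enzyme by more than half at any dose during confirmatory dose-response retesting; inconclusive = strong single-dose inhibitors picked by rank but not retested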;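 also: plate controls were full reaction with DMSO carrier for no effect and no enzyme background for full effect; strong numbers were not always called active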
LYP inhibition: PTPN22 lymphoid phosphatase activity blockers – biochemical, fluorescence intensity, uHTS (AID 1779); recombinant LYP phosphatase, fluorescence intensity; higher % means a stronger effect; inhibition, % at 11.5 µM; hits with a dose series show IC50 in µM; hit rate 0.054% among 290,000;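 also: plate controls were vehicle with enzyme for no effect and no enzyme for full effect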
Dynein cargo inh: blocks dynein driven cargo transport along microtubules; 3617.4 mouse cells, GR-EGFP nuclear translocation imaging; test concentration mostly 20 µM; stimulated with dexamethasone, 1 µM; active compounds read low; z-score, hits read low; hit rate 0.47% among 220,000;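 active = plate z-score of nuclear minus cytoplasmic receptor signal below a set negative limit, without overly bright fluorescence or cell loss, cut at about -3.5 in these data, passing the limit was not always enough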;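 also: z-score of nuclear minus cytoplasmic ring GR-EGFP intensity difference per well; some compounds called inactive have numbers as strong as hits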
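Buffer or medium: tetracycline-free induction medium containing charcoal-stripped FBS / Reagent: dexamethasone agonist, 1.0 µM final, for 30 min / Technique: automated 10x imaging of fixed Hoechst-stained cells / Times: induction 48 h, compound 1 h, agonist 30 min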
Dynein cargo inh cytoplasmic EGFP: further read-out of Dynein cargo inh, marked with its call; z-score; measured here: cytoplasmic GR-EGFP intensity; active compounds read high
Dynein cargo inh nuclear GR-EGFP: recorded beside Dynein cargo inh, whose call it bears; z-score; measured here: nuclear GR-EGFP intensity;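 lower value marks the stronger effect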
Dynein cargo inh cell count: second read-out of Dynein cargo inh, no call of its own (marks repeat the call); z-score; measured here: cell count per field
Starred values were filed as active, the others as inactive; ? = inconclusive; . = no result given. Rule as the data show it, unless noted: active = inhibition above about 50%; inactive = the rest.

cpd	Compound	Dynein cargo inh	Dynein cargo inh cell count	LYP inhibition	AID2073	M17LAP inhibition	XIAP displacement	M1AAP inhibition	human PMI inhibitors	Siah-1 displacement	Dynein cargo inh cytoplasmic EGFP	Dynein cargo inh nuclear GR-EGFP	human PMI inhibition
1	Cc1ccc(N2CCN(/N=C/C=C/c3ccccc3)CC2)cc1	0.19	0.55	-4%	3%	16%	-11%	11%	1%	0%	-0.28	0.064	4%
2	Cc1c(Cl)cnc(NC(=O)COC(=O)CCC(=O)c2cccs2)c1Cl	0.98	-0.75	-3%	-10%	9%	-0.1%	6%	10%	-1%	-0.11	0.46	14%
3	CC1(C)Cc2c(c(=S)nc(-c3ccccc3)n2CCO)CO1	0.54	-0.84	-2%	-25%	22%	-12%	1%	5%	-5%	-0.18	-0.066	7%
4	COC(=O)CSc1nnc(CNC(=O)Cc2ccccc2)n1-c1ccccc1OC	-0.95	1.8	-2%	4%	12%	0.4%	12%	-4%	-5%	-0.23	-0.46	-1%
5	CCOC(=O)CNC(=S)N(Cc1ccccc1)Cc1ccccc1F	0.32	-0.58	-4%	?	-8%	-5.8%	-2%	-4%	-1%	-0.11	0.3	-2%
6	N/C(=N\OC(=O)C1CCCCC1)c1cccc([N+](=O)[O-])c1	0.0062	-0.13	-6%	-1%	1%	-11%	-6%	10%	-3%	-0.19	-0.39	4%
7	CCOC(=O)c1c(C)[nH]c(C=C2C(=O)CCCC2=O)c1O	-0.14	-0.046	-9%	-2%	14%	1.4%	6%	21%	1%	-0.23	-0.098	1%
8	S=c1[nH]nc(-c2cccnc2)n1/N=C/c1ccccc1	-0.84	1.3	-7%	-49%	4%	.	3%	.	13%	-0.28	-0.039	.
9	O=C(CSc1nnc(-c2ccc(Cl)cc2)n1-c1ccc(Cl)cc1)N/N=C/c1ccccc1C(=O)O	-0.7	-0.13	3%	3%	-3%	.	8%	.	1%	-0.26	0.23	.
10	Cc1nn(CCc2n[nH]c(=S)n2-c2ccc(F)c(Cl)c2)c(C)c1[N+](=O)[O-]	0.33	-0.56	-5%	-20%	-12%	-1.8%	-7%	5%	1%	-0.2	0.0089	9%
11	O=C1CC(c2ccc(Cl)c(Cl)c2)CC(O)=C1C=NCCN1CCNCC1 (stereo unspecified)	-0.5	0.83	-5%	0%	-15%	-12%	13%	0%	0%	-0.089	-0.18	0%
12	CC(C)Oc1ccc(C2CC(=O)N(c3cccc(Br)c3)C2=O)cc1 (stereo unspecified)	1.5	-1.8	-4%	-10%	3%	.	-1%	.	-2%	-0.15	1.5	.

Record cards (already shown). Order of values: Dynein cargo inh	Dynein cargo inh cell count	LYP inhibition	AID2073	M17LAP inhibition	XIAP displacement	M1AAP inhibition	human PMI inhibitors	Siah-1 displacement	Dynein cargo inh cytoplasmic EGFP	Dynein cargo inh nuclear GR-EGFP	human PMI inhibition
`Cc1ccc(N2CCN(/N=C/C=C/c3ccccc3)CC2)cc1` is entered as 0.19	0.55	-4%	3%	16%	-11%	11%	1%	0%	-0.28	0.064	4%
`O=C(CSc1nnc(-c2ccc(Cl)cc2)n1-c1ccc(Cl)cc1)N/N=C/c1ccccc1C(=O)O` is entered as -0.7	-0.13	3%	3%	-3%	.	8%	.	1%	-0.26	0.23	.

(listing goes on)
cpd	Compound	Dynein cargo inh	Dynein cargo inh cell count	LYP inhibition	AID2073	M17LAP inhibition	XIAP displacement	M1AAP inhibition	human PMI inhibitors	Siah-1 displacement	Dynein cargo inh cytoplasmic EGFP	Dynein cargo inh nuclear GR-EGFP	human PMI inhibition
13	O=C(CN1CCN(Cc2cccc(Cl)c2)C1=O)NCc1cccs1	-0.69	0.64	-2%	-6%	1%	-3.1%	5%	6%	-2%	0.86	-0.25	2%
14	CC1(C)CC(=O)c2sc(NC(=O)C3CC3)nc2C1	-0.44	0.17	-4%	30%	7%	-1.1%	4%	0%	1%	-0.11	-0.055	-1%
15	FC(F)(F)c1nnc2ccc(N3CCCC3)nn12	2.3	-0.78	-4%	1%	5%	-4.7%	2%	6%	-2%	-0.22	1.5	8%
16	Cc1ccccc1NC(=O)C1CC(=O)n2ncnc2N1 (stereo unspecified)	0.86	-0.57	-5%	26%	15%	.	-3%	.	2%	-0.27	0.96	.
17	COc1cc(C)c(C(=O)Oc2cc(C)c(C(=O)O)c(O)c2)c(O)c1	-0.58	0.42	-9%	13%	3%	.	3%	.	-1%	-0.81	0.016	.
18	Clc1ccc(-c2noc(/C=C/c3ccccc3)n2)cc1	1.7	-1.4	0%	-2%	1%	.	1%	.	3%	-0.24	1.1	.
19	COc1ccc(-c2csc3ncn(-c4ccccc4OC)c(=O)c23)cc1OC	-0.044	0.34	-2%	4%	0%	-2.3%	-2%	20%	1%	-0.21	0.016	9%
20	Cc1ccc(F)cc1NC(=O)c1cccc2nccnc12	-0.67	0.6	-1%	-20%	5%	-2.0%	5%	10%	13%	-0.28	-0.083	15%
21	CCC(C)N(CCNC(=O)CC1Oc2ccccc2NC1=O)C1CCCCC1 (stereo unspecified)	1.2	-0.91	-7%	-11%	3%	41%	7%	12%	1%	0.73	1	8%
22	Cc1ccc(O)c(C2=NOC(O)(C(F)(F)F)C2)c1 (stereo unspecified)	-0.28	-0.0076	-2%	1%	3%	1.6%	5%	7%	0%	-0.35	0.058	7%
23	Cc1cc(Cl)ccc1N=Cc1c(O)n(C)c(=O)n(C)c1=O	.	.	1%	15%	.	-7.2%	.	16%	-4%	.	.	10%
24	COc1cc(CO)cc(Br)c1OCc1cccnc1	0.29	-0.21	0%	-1%	-1%	3.3%	2%	-7%	-2%	-0.11	0.61	-4%
25	CCCC(C)NNC(=O)c1cc2ccccc2[nH]1 (stereo unspecified)	-0.16	0.14	2%	3%	-10%	-3.0%	4%	-8%	2%	-0.2	-0.38	-5%
26	C=CCSC1=NC(=O)/C(=C/c2cccs2)S1	-1.6	1	0%	-14%	20%	-0.2%	13%	-2%	8%	-0.14	-1.1	3%
27	Cc1cc(C)nc(NC(=O)c2cnc3sccn3c2=O)n1	-0.18	-0.19	0%	20%	6%	5.9%	17%	19%	10%	-0.21	0.0078	21%
28	O=C(CC1SC(=O)N(Cc2ccccc2)C1=O)Nc1nccs1 (stereo unspecified)	-0.6	-0.002	-4%	27%	5%	-7.9%	0%	-5%	0%	-0.22	-0.42	-4%
29	CCOC(=O)CN1C(=O)C(O)(CC(=O)c2ccc3c(c2)CCCC3)c2ccccc21 (stereo unspecified)	-0.45	0.58	-5%	-2%	5%	-6.0%	-3%	22%	-4%	-0.19	-0.18	5%
30	CCOC(=O)/C(C#N)=C/c1ccc(OCC(=O)Nc2ccc(C)c(C)c2)c(OC)c1	-0.23	-0.19	-7%	16%	14%	-12%	6%	-10%	3%	-0.26	-0.036	4%
31	CCOC(=O)C1CCCN(S(=O)(=O)c2ccc(NC(C)=O)cc2)C1 (stereo unspecified)	2.1	-2.3	-4%	-2%	-8%	-2.1%	-1%	0%	4%	0.45	2.1	3%
32	COc1ccccc1OCCC(=O)O	1.1	0.53	-4%	4%	0%	-6.4%	6%	-8%	5%	-0.38	0.85	-11%
33	N#Cc1cc(NC2CCCC2)c([N+](=O)[O-])cc1C#N	-0.45	-0.3	-2%	-2%	4%	-11%	7%	-4%	-6%	-0.16	0.12	6%
34	COc1cc(/C=N/NC(=O)COc2ccc(-n3cnnn3)cc2)ccc1OCC(N)=O	-0.031	-0.54	2%	2%	5%	.	5%	.	3%	-0.26	-0.041	.
35	FCCCOc1ccc(-c2ccnc(-c3ccccc3)n2)cc1	0.35	1.1	-4%	0%	-4%	-19%	5%	6%	1%	-0.22	-0.09	10%
36	Cc1ccc(C(=O)Nc2nc(-c3cc(Cl)sc3Cl)cs2)cc1	0.32	0.56	3%	5%	-3%	-0.8%	1%	-1%	-8%	-0.12	0.42	-3%
37	Cc1oc(-c2ccc(Cl)cc2)cc1C(=O)NC1CCN(Cc2ccccc2)CC1	-0.17	-0.024	0%	-4%	0%	.	-2%	.	1%	-0.23	-0.33	.
38	O=C(c1cc2ccccc2o1)N1CC=C(c2ccccc2)CC1	0.52	-0.27	-3%	2%	-1%	.	4%	.	4%	-0.22	0.12	.
39	S=C(NCCc1ccc(Cl)cc1)NCc1ccco1	-0.93	0.59	-5%	35%	-4%	-3.1%	6%	10%	2%	-0.14	-0.31	-1%
40	CCOCCCNC(C(=O)Nc1ccc(OC)c(Cl)c1)c1ccccc1 (stereo unspecified)	-0.21	-0.049	-2%	-1%	10%	-11%	17%	10%	11%	-0.27	-0.072	11%
41	CCOC(=O)C(CC)(CC)/C(C)=N/NC(=O)CC#N	0.68	0.24	-8%	-2%	-3%	-6.0%	-1%	4%	7%	-0.23	0.34	3%
42	CCOc1ccc(-n2nc(C(=O)NCCOC)c3ccccc3c2=O)cc1	0.44	0.15	-6%	-5%	16%	2.4%	-2%	9%	4%	-0.18	0.58	9%
43	CCN(CC)CCNC(=O)c1c(O)c2cc(OC)c(OC)cc2[nH]c1=O	2	-0.51	-6%	12%	5%	-5.6%	8%	-8%	0%	-0.14	1.6	-6%
44	Cc1cc(OC(=O)c2ccc(Cl)cc2Cl)nc(C)n1	0.25	0.077	1%	3%	1%	0.2%	3%	-8%	-4%	-0.2	-0.07	-6%
45	CC(C)C(=O)Nc1csc(C(F)(F)F)c1-c1ccccc1	-0.36	0.33	-5%	-5%	8%	.	4%	.	0%	-0.25	-0.2	.
46	C[C@@H]1C[C@@H]2OC(=O)[C@]3(C)[C@H]2[C@@H](OC3(C)O)[C@]2(C)C(=O)C=C[C@H]12 (stereo partly specified)	-0.82	0.1	-2%	0%	-7%	.	-7%	.	-5%	-0.56	-0.61	.
47	COc1cccc(-n2cc(CNCc3c(C(=O)N(C)C)nc4ccc(Cl)cn34)cn2)c1	0.17	-1.7	-3%	-8%	0%	-11%	0%	9%	3%	0.03	0.43	13%

Compounds were not picked by outcome; overall some 2.1% were active at least once.
